esBAF inh = inhibitors of esBAF chromatin remodeling in mouse ES cells | Bmi1-luciferase knock-in reporter, 24 h; 100% = twice the neutral-well signal | reporter increase, % at 12.5 µM | 350,000 compounds, 2% hits; in the data active = activation above about 40%;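 also: 0% = median of the plate's neutral control wells and 100% = double that signal; a rise in the Bmi1 reporter signal indicates esBAF inhibition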
ERp5 inh = inhibitors of human ERp5; Q15084; ERp5 insulin aggregation, absorbance 650 nm, 90 min; inhibition, % at 9.99 µM; 350,000 compounds, 0.05% hits; AID 651711;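 active = mean replicate inhibition above about 25%, with every replicate also reaching it, limit read from the data, passing the limit was not always enough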
RAD54 inh = inhibitors of human RAD54 branch migration | AID 602329 | RAD54 Holliday junction branch migration, FAM/BHQ fluorescence | inhibition, % at 10.4 µM | 360,000 compounds, 0.14% hits;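 active = mean normalized replicate activity at least 40 and at least half of replicates scoring 40 or more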;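 also: 0% = median of neutral control wells and 100% = median of positive control wells; inhibitors cause a drop in the FAM fluorescence signal; in these data hits start at about 50%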
PglD inh = inhibitors of Campylobacter jejuni PglD acetyltransferase; inhibition, % at 12.5 µM; 360,000 compounds, 0.098% hits; purified PglD enzyme, DTNB colorimetric CoA detection; in the data active = inhibition above about 16%, passing the limit was not always enough; also: strong numbers were not always called active
Casp6 inh = blocks human caspase-6 cleavage activity; AID 686996; purified caspase-6, Z-VEID-R110 cleavage fluorescence; 350,000 compounds, 0.53% hits; inhibition, % at 12.5 µM; P55212;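 active = mean inhibition across replicates at least about 35%, with every replicate also reaching that limit, limit read from the data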;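 also: 0% = median of neutral control wells and 100% = no fluorescence left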
RAD52 inh = blocks human RAD52 DNA annealing. P43351. recombinant RAD52 DNA annealing, FRET fluorescence. inhibition, % at 18.7 µM. 360,000 compounds, 0.46% hits. AID 651710;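 active = every replicate showing at least 50% inhibition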
Target sequence (P43351 whole entry, looked up): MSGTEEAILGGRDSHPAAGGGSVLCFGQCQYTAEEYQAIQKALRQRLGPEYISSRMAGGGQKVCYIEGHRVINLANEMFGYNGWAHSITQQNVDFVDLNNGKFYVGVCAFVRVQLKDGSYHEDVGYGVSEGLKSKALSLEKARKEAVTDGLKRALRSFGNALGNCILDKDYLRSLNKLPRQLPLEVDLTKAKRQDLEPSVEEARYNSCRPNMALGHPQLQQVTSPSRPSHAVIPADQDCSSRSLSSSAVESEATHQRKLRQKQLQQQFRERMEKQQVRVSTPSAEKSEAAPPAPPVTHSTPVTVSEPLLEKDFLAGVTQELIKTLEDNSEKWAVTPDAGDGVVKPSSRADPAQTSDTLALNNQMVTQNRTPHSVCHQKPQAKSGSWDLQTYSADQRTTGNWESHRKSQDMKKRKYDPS
E-sel inducer = E-selectin induction on HUVECs. AID 686992. HUVEC E-selectin immunofluorescence imaging; normalized: neutral wells 0, TNF-alpha wells 100. 260,000 compounds, 0.37% hits. activation, % at 7.58 µM;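 active = mean E-selectin-positive cell signal at least 10% of the positive control, reached in at least 60% of replicates, without over 20% cell loss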;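 also: in these data hits start at about 27%; measured in HUVEC primary endothelial cells; signal is the percent of cells scored E-selectin positive by PE staining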
Target sequence (P16581 whole entry, looked up): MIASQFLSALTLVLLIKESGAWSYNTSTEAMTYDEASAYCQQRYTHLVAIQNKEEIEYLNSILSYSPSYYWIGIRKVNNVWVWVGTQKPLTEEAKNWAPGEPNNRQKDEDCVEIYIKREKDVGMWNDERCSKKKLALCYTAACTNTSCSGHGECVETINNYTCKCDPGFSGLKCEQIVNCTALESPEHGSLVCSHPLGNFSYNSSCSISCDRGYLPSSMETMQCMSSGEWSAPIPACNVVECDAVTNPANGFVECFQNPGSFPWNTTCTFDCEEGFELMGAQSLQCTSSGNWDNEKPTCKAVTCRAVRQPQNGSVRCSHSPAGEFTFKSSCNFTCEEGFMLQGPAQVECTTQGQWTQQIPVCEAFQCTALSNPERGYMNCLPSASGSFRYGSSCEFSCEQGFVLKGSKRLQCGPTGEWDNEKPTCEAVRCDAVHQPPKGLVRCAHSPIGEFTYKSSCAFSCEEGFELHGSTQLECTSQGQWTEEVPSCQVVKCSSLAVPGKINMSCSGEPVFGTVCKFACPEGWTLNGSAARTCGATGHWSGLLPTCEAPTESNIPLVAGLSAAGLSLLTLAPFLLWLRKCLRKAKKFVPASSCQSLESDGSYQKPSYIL
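Assay system: HUVEC, human umbilical vein endothelial cells / Amount: 3,000 HUVEC/well / Controls: TNF-alpha positive control, DMSO neutral control / Compound dosing: single concentration / Medium: EGM-2 over gelatin coat / Evaluation: percent E-selectin-positive cells / Signal: immunofluorescence imaging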
ARNT-TACC3 inh = disruptors of human ARNT/TACC3 interaction; 390,000 compounds, 0.66% hits; inhibition, % at 9.99 µM; Q9Y6A5; AlphaScreen His-ARNT PAS-B/GST-TACC3 binding, luminescence; TACC3 fragment carries E629A point mutation; AID 623870;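 active = mean inhibition of replicates at least 50% and at least half of replicates each reaching 50%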;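 also: 0% = complete ARNT plus TACC3 wells and 100% = ARNT alone without TACC3; many hits fall short of the cut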
Numbers without * were called inactive.

The first two records, to show the layout:
What do the screens show for `CC(=O)N1c2ccc(S(=O)(=O)NCC3CCC(C(=O)Nc4cc(C)ccn4)CC3)cc2CC1C` (centres undefined)?
esBAF inh: -19; ERp5 inh: 8; RAD54 inh: 4; PglD inh: 0; Casp6 inh: 2; RAD52 inh: -4; ARNT-TACC3 inh: 1

How did COc1ccccc1C(=O)N1CCN(c2ccccn2)CC1 do in these assays?
esBAF inh: 1; ERp5 inh: -3; RAD54 inh: -9; PglD inh: -1; Casp6 inh: -3; RAD52 inh: -12; ARNT-TACC3 inh: -7

Main list, from the start:
What do the screens show for `CC(=O)N1c2ccc(S(=O)(=O)NCC3CCC(C(=O)Nc4cc(C)ccn4)CC3)cc2CC1C` (centres undefined)?
esBAF inh: -19; ERp5 inh: 8; RAD54 inh: 4; PglD inh: 0; Casp6 inh: 2; RAD52 inh: -4; ARNT-TACC3 inh: 1

How did COc1ccccc1C(=O)N1CCN(c2ccccn2)CC1 do in these assays?
esBAF inh: 1; ERp5 inh: -3; RAD54 inh: -9; PglD inh: -1; Casp6 inh: -3; RAD52 inh: -12; ARNT-TACC3 inh: -7

Results for CN1CCN(c2ncc3c(n2)CC(c2ccccc2F)CC3=O)CC1 (centres undefined) ?
ERp5 inh: -3; Casp6 inh: 0; RAD52 inh: 0; E-sel inducer: 4.7; ARNT-TACC3 inh: -9

How did CC(C)Cc1nnc(NC(=O)CCNC(=O)c2ccccc2Cl)s1 do in these assays?
esBAF inh: -2; ERp5 inh: 5; RAD54 inh: -3; PglD inh: -3; Casp6 inh: -2; RAD52 inh: -1; E-sel inducer: -0.2; ARNT-TACC3 inh: -2

Results for O=C(c1ccccc1F)N1CCN=C1c1ccccc1 ?
esBAF inh: -5; ERp5 inh: 4; RAD54 inh: -1; PglD inh: 0; RAD52 inh: -4; E-sel inducer: 0.1; ARNT-TACC3 inh: -4

What do the screens show for `Cc1ccc(NC(=O)CN2C(=O)c3ccccc3C2=O)c(C)c1`?
esBAF inh: -7; ERp5 inh: 0; RAD54 inh: 10; PglD inh: -6; Casp6 inh: -1; RAD52 inh: -16; ARNT-TACC3 inh: 23

How did O=C(C[n+]1ccccc1)Nc1ccccc1[N+](=O)[O-] do in these assays?
esBAF inh: 2; ERp5 inh: -4; RAD54 inh: -8; PglD inh: -6; Casp6 inh: -3; RAD52 inh: -4; ARNT-TACC3 inh: 21

What do the screens show for `COCCCn1c(Cc2csc(Nc3ccc(F)cc3)n2)nnc1SCC(N)=O`?
esBAF inh: -2; RAD54 inh: 0; PglD inh: 2; ARNT-TACC3 inh: 24

Results for CSc1ccccc1NC(=O)CSc1cccc[n+]1[O-] ?
esBAF inh: 1; ERp5 inh: -13; RAD54 inh: 5; PglD inh: 1; Casp6 inh: -1; RAD52 inh: -10; E-sel inducer: -0.2; ARNT-TACC3 inh: -4

Results for CSc1ccc(/C=N/n2c(Cc3ccc(Br)cc3)n[nH]c2=S)cc1 ?
esBAF inh: -2; ERp5 inh: -1; RAD54 inh: -2; PglD inh: -80; Casp6 inh: 10; RAD52 inh: -38; E-sel inducer: 1.2; ARNT-TACC3 inh: 8

How did CCC(=O)Nc1ccc2c(c1)C(=O)N(C)[C@H]1CC[C@@H](CC(=O)NCCN3CCCCC3)O[C@@H]1CO2 do in these assays?
esBAF inh: -5; ERp5 inh: -22; RAD54 inh: 3; PglD inh: 0; Casp6 inh: 2; RAD52 inh: -6; E-sel inducer: -0.1; ARNT-TACC3 inh: -9

What do the screens show for `COCCNC(=O)C[C@@H]1CC[C@@H]2[C@@H](COc3ccc(NC(=O)C4CCCC4)cc3C(=O)N2C)O1`?
esBAF inh: -2; ERp5 inh: -4; RAD54 inh: -8; PglD inh: -3; Casp6 inh: 2; RAD52 inh: 5; E-sel inducer: -0.1; ARNT-TACC3 inh: -16

What do the screens show for `CCNC(=O)CN1C(=O)NC(CCc2ccccc2)C1=O` (centres undefined)?
esBAF inh: -1; RAD54 inh: 0; PglD inh: -3; ARNT-TACC3 inh: 4

What do the screens show for `COc1ccc2c3c(n(C)c2c1)[C@H](CO)NCC31CCN(CC2CC2)CC1`?
ERp5 inh: -6; Casp6 inh: -1; RAD52 inh: 63*; E-sel inducer: -0.3

Results for COc1ccc(CCNC(=S)NC(=O)c2c(-c3ccccc3Cl)noc2C)cc1OC ?
ERp5 inh: -3; RAD54 inh: -4; PglD inh: 1; Casp6 inh: 0; RAD52 inh: -19; ARNT-TACC3 inh: 4

Results for COc1ccc(-n2nc([N+](=O)[O-])c(=NCCC3=CCCCC3)n2O)cc1 ?
esBAF inh: 34; ERp5 inh: 2; RAD54 inh: 11; PglD inh: -3; Casp6 inh: 5; RAD52 inh: -17; E-sel inducer: -0.4; ARNT-TACC3 inh: 17

Results for CCOc1ccc(/C=C\c2nc(O)c([N+](=O)[O-])c(=O)[nH]2)cc1OCC ?
esBAF inh: -5; ERp5 inh: -6; RAD54 inh: -1; PglD inh: 6; Casp6 inh: -1; RAD52 inh: -13; E-sel inducer: -0.2; ARNT-TACC3 inh: -5

How did CCc1ccccc1NC(=O)CSC1=C(C#N)C(c2ccc3c(c2)OCO3)C2=C(CCCC2=O)N1 (centres undefined) do in these assays?
esBAF inh: 1; RAD54 inh: -1; PglD inh: -5; ARNT-TACC3 inh: -2

What do the screens show for `O=C(CSCc1c(F)cccc1Cl)NCc1ccco1`?
esBAF inh: 0; RAD54 inh: -6; PglD inh: 2; ARNT-TACC3 inh: 1

What do the screens show for `Cc1cc(C)c2cc(C#N)c(N3CCCC3)nc2c1`?
esBAF inh: -1; RAD54 inh: 1; PglD inh: -1; ARNT-TACC3 inh: -8

What do the screens show for `O=C(O)C(Cc1ccc(O)c([N+](=O)[O-])c1)N1C(=O)c2ccccc2C1=O` (centres undefined)?
esBAF inh: -4; ERp5 inh: 4; RAD54 inh: 4; PglD inh: 4; Casp6 inh: 0; RAD52 inh: -2; E-sel inducer: -0.2; ARNT-TACC3 inh: -2

How did CC1CCN(C(=O)c2[nH]cnc2C(=O)N[C@@H](Cc2ccccc2)C(=O)OC(C)(C)C)CC1 do in these assays?
esBAF inh: 0; ERp5 inh: 3; RAD54 inh: -3; PglD inh: -2; Casp6 inh: -1; RAD52 inh: -11; ARNT-TACC3 inh: 2

How did COc1cccc(NC(=O)CSc2nc3ccccc3c(=O)n2C)c1 do in these assays?
esBAF inh: 5; ERp5 inh: 0; RAD54 inh: 5; PglD inh: -5; Casp6 inh: 3; RAD52 inh: -11; E-sel inducer: -0.2; ARNT-TACC3 inh: -1

Results for COc1cccc(CN2CCC(C)(Oc3cccc(Cl)c3)C2)c1OC (centres undefined) ?
esBAF inh: -4; ERp5 inh: -6; RAD54 inh: 6; PglD inh: 2; RAD52 inh: -25; E-sel inducer: 0.1

Sorted by molecular weight (low to high): six of the compounds above
What do the screens show for `CCNC(=O)CN1C(=O)NC(CCc2ccccc2)C1=O` (centres undefined)?
esBAF inh: -1; RAD54 inh: 0; PglD inh: -3; ARNT-TACC3 inh: 4

What do the screens show for `O=C(CSCc1c(F)cccc1Cl)NCc1ccco1`?
esBAF inh: 0; RAD54 inh: -6; PglD inh: 2; ARNT-TACC3 inh: 1

How did COc1cccc(NC(=O)CSc2nc3ccccc3c(=O)n2C)c1 do in these assays?
esBAF inh: 5; ERp5 inh: 0; RAD54 inh: 5; PglD inh: -5; Casp6 inh: 3; RAD52 inh: -11; E-sel inducer: -0.2; ARNT-TACC3 inh: -1

Results for COc1ccc(-n2nc([N+](=O)[O-])c(=NCCC3=CCCCC3)n2O)cc1 ?
esBAF inh: 34; ERp5 inh: 2; RAD54 inh: 11; PglD inh: -3; Casp6 inh: 5; RAD52 inh: -17; E-sel inducer: -0.4; ARNT-TACC3 inh: 17

How did CC1CCN(C(=O)c2[nH]cnc2C(=O)N[C@@H](Cc2ccccc2)C(=O)OC(C)(C)C)CC1 do in these assays?
esBAF inh: 0; ERp5 inh: 3; RAD54 inh: -3; PglD inh: -2; Casp6 inh: -1; RAD52 inh: -11; ARNT-TACC3 inh: 2

How did CCc1ccccc1NC(=O)CSC1=C(C#N)C(c2ccc3c(c2)OCO3)C2=C(CCCC2=O)N1 (centres undefined) do in these assays?
esBAF inh: 1; RAD54 inh: -1; PglD inh: -5; ARNT-TACC3 inh: -2

Next section
How did O=C(C[C@@H]1C[C@H]2c3cc(NC(=O)C4CCC4)ccc3O[C@H]2[C@@H](CO)O1)NCC(F)(F)F do in these assays?
esBAF inh: -4; ERp5 inh: 77*; RAD54 inh: 4; PglD inh: 2; Casp6 inh: -1; RAD52 inh: 6; E-sel inducer: -0.1; ARNT-TACC3 inh: -11

Results for O=C(COC(=O)c1ccc2ccccc2n1)Nc1ncc(C(F)(F)F)cc1Cl ?
esBAF inh: -8; RAD54 inh: 4; PglD inh: 13; ARNT-TACC3 inh: -15

Results for COc1ccc(NC(C)=O)cc1NC(C)C(=O)Nc1ccc(S(=O)(=O)N2CCCCC2)cc1 (centres undefined) ?
esBAF inh: -1; ERp5 inh: 2; RAD54 inh: 4; PglD inh: -5; Casp6 inh: 3; RAD52 inh: -1; E-sel inducer: 0.5; ARNT-TACC3 inh: 10

What do the screens show for `CC1CC(C)CN(C(=O)CN2C(=O)NC(c3ccccc3)(c3ccccc3)C2=O)C1` (centres undefined)?
esBAF inh: 6; ERp5 inh: 2; RAD54 inh: -4; PglD inh: -1; Casp6 inh: 5; RAD52 inh: -6; ARNT-TACC3 inh: -6

What do the screens show for `COC(=O)C1=C(C)N(Cc2ccc(C(F)(F)F)cc2)C(=NCc2ccccc2C(F)(F)F)NC1c1ccccc1` (centres undefined)?
ERp5 inh: 3; Casp6 inh: 5; RAD52 inh: -1; E-sel inducer: 1.3

How did CC1=C(C(=O)N(C(C)C)C(C)C)CC(CC(=O)NCc2cccc3ccccc23)C(=O)N1CCCN1CCCC1=O (centres undefined) do in these assays?
esBAF inh: -4; ERp5 inh: 2; RAD54 inh: 6; PglD inh: 0; Casp6 inh: 1; RAD52 inh: 2; E-sel inducer: 0.0

What do the screens show for `Cc1cc(=O)c2c([nH]1)c(C)cc1[nH]c(C)c(C)c12`?
esBAF inh: -2; ERp5 inh: -2; RAD54 inh: -29; PglD inh: -4; Casp6 inh: -4; RAD52 inh: -14; E-sel inducer: -0.4; ARNT-TACC3 inh: 0

What do the screens show for `Cn1c(=N)n(CC(O)c2ccccc2)c2ccccc21` (centres undefined)?
esBAF inh: 30; RAD54 inh: -17; PglD inh: -6; ARNT-TACC3 inh: -13

How did COc1cccc(CN(C)C(=O)c2cc(S(=O)(=O)NC3CCCCC3)ccc2C)c1 do in these assays?
esBAF inh: -3; ERp5 inh: 1; RAD54 inh: 7; PglD inh: 3; Casp6 inh: 2; RAD52 inh: 5; ARNT-TACC3 inh: 14

How did COc1cc(O)c(C(CC(=O)N2CCCC2)c2cc(OC)c(OC)c(OC)c2)c(OC)c1 (centres undefined) do in these assays?
esBAF inh: 4; ERp5 inh: 0; RAD54 inh: -5; PglD inh: 1; Casp6 inh: -2; RAD52 inh: -2; E-sel inducer: -0.1; ARNT-TACC3 inh: 1

What do the screens show for `COc1ccc(S(=O)(=O)N(C)C[C@H]2OCCCC[C@H](C)Oc3ccc(NC(=O)NC(C)C)cc3C(=O)N([C@@H](C)CO)C[C@@H]2C)cc1`?
esBAF inh: -5; ERp5 inh: 3; RAD54 inh: -5; PglD inh: 0; Casp6 inh: -1; RAD52 inh: 15; E-sel inducer: -0.1; ARNT-TACC3 inh: 0

How did O=S(=O)(CCOc1ccccc1)c1nc2ccccc2[nH]1 do in these assays?
esBAF inh: 6; RAD54 inh: -6; PglD inh: -2; E-sel inducer: 0.4; ARNT-TACC3 inh: -3

How did CC(C)c1ccc(/C=C2\SC(=O)N(CC(=O)NC3C=CS(=O)(=O)C3)C2=O)cc1 (centres undefined) do in these assays?
esBAF inh: 36; ERp5 inh: -1; RAD54 inh: 2; PglD inh: 2; RAD52 inh: -11; ARNT-TACC3 inh: -8

What do the screens show for `Clc1ccc(C=NN2CCCCCC2)c(Cl)c1`?
esBAF inh: 39; ERp5 inh: -3; Casp6 inh: -5; RAD52 inh: -16

Assay outcomes from PubChem.
